Polio RdRp inh: poliovirus RdRp elongation inhibitors, primary screen, biochemical, fluorescence polarization, total intensity; % elongation, % (compound at 16.7 µg/mL); poliovirus polymerase elongation; hits give low values; 150,000 compounds, 0.66% hits; in the data active = % elongation below about 90%; note: some results filed as inactive read as strong as hits
Target sequence (P03300 1749-2209 limits assumed): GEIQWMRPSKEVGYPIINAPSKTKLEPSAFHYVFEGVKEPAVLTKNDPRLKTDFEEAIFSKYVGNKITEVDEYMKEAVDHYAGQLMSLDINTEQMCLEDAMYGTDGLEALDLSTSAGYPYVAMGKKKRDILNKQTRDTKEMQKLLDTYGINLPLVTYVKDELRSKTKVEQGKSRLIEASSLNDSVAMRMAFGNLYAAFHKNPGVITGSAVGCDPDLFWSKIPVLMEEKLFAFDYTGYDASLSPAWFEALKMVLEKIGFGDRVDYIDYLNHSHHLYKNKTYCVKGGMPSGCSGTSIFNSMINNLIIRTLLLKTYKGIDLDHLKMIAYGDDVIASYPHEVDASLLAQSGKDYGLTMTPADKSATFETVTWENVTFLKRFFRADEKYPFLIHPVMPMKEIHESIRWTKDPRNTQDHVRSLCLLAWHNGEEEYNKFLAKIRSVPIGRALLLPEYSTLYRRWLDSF
Polio RdRp inh FP z-score: second read-out of Polio RdRp inh, no call of its own (marks repeat the call); z-score; measured here: FP z-score; hits read low
* hit, by the source's call; & = joins results of further samples. Not all compounds are listed; count on the stated rates, not on these rows.

SMILES,Polio RdRp inh FP z-score,Polio RdRp inh
O=C1CCSc2c1cccc2C(=O)NC1CCCCC1,-0.6,101.0
CCN1C(=O)S/C(=C\c2cn(-c3ccccc3)nc2C)C1=S,1.2,111.0
O=C(Cn1c(=O)oc2cc(S(=O)(=O)NCc3ccccc3)ccc21)N1CCOCC1,-0.2,101.0
CCC(C)CCCNc1n[nH]c(=S)s1 (stereo unspecified),-0.8,96.0
NC(=S)N/N=C/c1ccc(-c2ccc(S(=O)(=O)Nc3ncccn3)cc2)o1,-0.4,96.0
O=C(Cc1cccs1)Nc1c(C(=O)Nc2ccc(F)cc2)oc2ccccc12,1.6,109.0
OC1N(CN2CCN(c3ccccc3F)CC2)c2ccccc2C12OCCCO2 (stereo unspecified),-0.4,101.0
Cc1nc(Cc2nnc(SCC(=O)c3ccc4[nH]c(=O)[nH]c4c3)o2)cs1,0.4,105.0
COc1cc(NC(=O)Nc2nnc(N3CCCCC3)s2)cc(OC)c1,0.3,109.0
N#CCCn1nc(-c2ccccc2)cc1Nc1ccccc1NC(=O)c1ccccc1,0,103.0
CCCCCCCCCCCCCCCCOC[C@@H](O)COP(=O)([O-])OCC[N+](C)(C)C,0.3,101.0
CCOC(=O)c1ccc(NC(=O)CC2C(=O)N(c3cccc(OC)c3)C(=O)N2C2CCCCC2)cc1 (stereo unspecified),0.1,105.0
CCc1ccc(C(=O)Nc2ccc3nn(-c4ccc(C)c(Cl)c4)nc3c2)cc1,-1.2,101.0
CSC1=NCCN1C(=O)c1cccs1,0.6,102.0
C=CCn1c(SCc2cc(=O)[nH]c(C34CC5CC(CC(C5)C3)C4)n2)n[nH]c1=O,-0.6,99.0
O=S(=O)(Nc1nc2ccc(S(=O)(=O)N3CCCCC3)cc2s1)c1ccccc1,0.5,101.0
CC1CCN(C(=S)c2ccc(O)cc2)CC1,-0.5,100.0
CN=Cc1cc(-c2ccccc2)sc1S,-0.4,99.0
COc1ccccc1Nc1cc(C(=O)N2CCN(Cc3ccccc3)CC2)c2ccccc2n1,1,104.0
COc1ccc(Cl)cc1NC(=O)CSc1cn(CC(=O)N2CCCCCC2)c2ccccc12,-0.8,108.0
O=C(O)CSCc1cn2cc(Cl)ccc2n1,0.5,107.0
COc1ccccc1N1CCN(C(=O)c2ccc3c(c2)CCN3S(=O)(=O)c2ccccc2)CC1,0.9,110.0
COc1ccccc1OC(C)C(=O)NCC1(N2CCOCC2)CCCCC1 (stereo unspecified),-0.7,104.0
CC12CC=CCC1C(=O)N(CCC(=O)O)C2=O (stereo unspecified),0.4,102.0
O=C(Cc1ccccc1)OCCN1CCCCC1,0.8,109.0
Cc1nc2ccc(NC(=O)c3ccc4ncsc4c3)cc2s1,0.3,102.0
COc1cc2c(cc1OC)CN(C(=O)CSc1nnc3ccc4ccccc4n13)CC2,0.9,104.0
COc1ccc(-c2nn(-c3ccc(F)cc3)c3c2cnc2cc4c(cc23)OCO4)cc1,0.4,108.0
Cc1cccc(NC(N)=O)c1,0.5,105.0
Cc1cccc(C(=O)Nc2ccc(NC(=O)c3cccs3)cc2)c1,-0.1,101.0

Looked up one by one from the list above:
SMILES,Polio RdRp inh FP z-score,Polio RdRp inh
CCCCCCCCCCCCCCCCOC[C@@H](O)COP(=O)([O-])OCC[N+](C)(C)C,0.3,101.0
COc1cc(NC(=O)Nc2nnc(N3CCCCC3)s2)cc(OC)c1,0.3,109.0

Additional structures follow:
SMILES,Polio RdRp inh FP z-score,Polio RdRp inh
CCc1nc2c(cnn2-c2ccccc2)c(=O)n1CCc1ccccc1,0.3,106.0
Cc1ccc(N2CCN(S(=O)(=O)c3ccc(F)c(C(=O)Nc4ccc(Cl)cc4Cl)c3)CC2C)cc1 (stereo unspecified),0.1,108.0
Cc1ccc(/C=C/C(=O)N2CCN(c3ncc(C(F)(F)F)cc3Cl)CC2)o1,-0.3,100.0
N#Cc1c(/N=C/c2cccn2-c2ccc(S(N)(=O)=O)cc2)sc2c1CCCC2,-0.9,99.0
CCN1CCOC(CC(=O)Nc2ccccc2)C1=O (stereo unspecified),-1.5,98.0
COc1ccc(CCN2CC(C(=O)NCc3ccc(F)cc3)CC2=O)cc1OC (stereo unspecified),-0.2,101.0
CCCCC(=O)OC1=C(C(=O)c2ccccc2)N(CC)S(=O)(=O)c2ccccc21,-1.2,99.0
CCc1ccc(NC(=O)N2CC(C)Oc3ccc(C)cc32)cc1 (stereo unspecified),-0.6,103.0
Fc1ccccc1-c1nc(-c2cccs2)c(-c2cccs2)[nH]1,0.6,104.0
CCOc1cc(/C=C2\SC(=NC)N(C)C2=O)c(Br)cc1OC(C)=O,-0.2,101.0
C=C1C(C(=O)Nc2ccccc2)C1C(=O)Nc1ccccc1 (stereo unspecified),-0.3,102.0
Cc1ccc(-c2nn(CCC(=O)O)cc2/C=C2\SC(N)=NC2=O)cc1,0.4,103.0
CCCSc1nnc(NC(=O)c2cc(=O)c3ccccc3o2)s1,-0.7,104.0
CC(=O)Nc1ccc(NC(=O)CC(c2ccccc2)c2ccccc2)cc1,-0.8,100.0
O=C(c1ccc(CSc2nc3ccncc3n2Cc2ccccc2F)cc1)N1CCCCC1,0,110.0
COc1ccc(C(=O)OCc2nc3ccccc3c(=O)n2CC#N)c(OC)c1OC,0.2,104.0
COc1ccc(NC(=O)CC2C(=O)N(c3cccc(OC)c3)C(=O)N2Cc2cccnc2)cc1 (stereo unspecified),0.4,109.0
COc1ccc(N2CCN(C(=O)CCn3c(=O)c4cccn4c4cccnc43)CC2)cc1,-0.8,103.0
O=C(NCCc1ccc(F)cc1)C(=O)NCC(c1cccs1)S(=O)(=O)c1ccc(Cl)cc1 (stereo unspecified),0.5,109.0
CCC(C)Cn1c(/C=C/c2ccccc2)nc2ccccc21 (stereo unspecified),-0.7,103.0
CCOC(=O)c1cc2ccc(OCc3ccccc3)cc2oc1=O,0.2,102.0
CSc1ccc(-c2nnn(CC(=O)Nc3sc4c(c3C#N)CCC(C(C)(C)C)C4)n2)cc1 (stereo unspecified),0.5,107.0
COc1ccc(CCNC(=O)c2cc3oc4ccccc4c3n2C)cc1OC,-0.1,102.0
CCC(=O)Nc1cc2c(cc1C(=O)CC)OCCO2,0.7,103.0
Cc1nc2scc(C)n2c1C=C(C#N)C#N,-1.1,93.0
O=C(Cc1csc(NC(=O)Nc2ccc(Cl)cc2)n1)Nc1nccs1,0.5,104.0
Cc1nc(-c2coc3cc(O)cc(O)c3c2=O)cs1,-0.4,99.0
CC(=O)Nc1ccc(SCC(=O)Nc2ccc(C#N)cc2)cc1,-0.5,101.0
CSc1ccc(/C=c2/sc3nc4c(C)c(C)ccc4n3c2=O)cc1,0.9,104.0
CC(C)(C)C(=O)Nc1ccc2c(c1)OCCO2,1,105.0

In another format: entries from further up
COc1ccc(N2CCN(C(=O)CCn3c(=O)c4cccn4c4cccnc43)CC2)cc1
  Polio RdRp inh FP z-score: -0.8
  Polio RdRp inh: 103.0
CCc1ccc(NC(=O)N2CC(C)Oc3ccc(C)cc32)cc1 (stereo unspecified)
  Polio RdRp inh FP z-score: -0.6
  Polio RdRp inh: 103.0

Additional records follow:
SMILES,Polio RdRp inh FP z-score,Polio RdRp inh
COc1ccccc1NC(=O)Nc1ccnn1Cc1ccccc1,0.4,104.0
CCn1c(C(=O)NCc2ccccc2Cl)cc2sc(Cl)cc21,0.8,113.0
CSC(=NC#N)N1CCN(C(=NC#N)SC)CC1,0.4,103.0
Cc1ccc(-c2nnsc2-c2nc3ccccc3[nH]2)cc1,-0.2,101.0
Cn1c(=O)n(C)c2cc(Br)c(N)cc21,1.5,105.0
O=C(OCc1cc(Cl)cc2c1OCOC2)c1cccnc1Cl,0.4,108.0
CCN1CCN(c2ncc(Br)cn2)CC1,0.4,103.0
O=c1[nH]nc(SCc2nc3ccccc3s2)n1C1CC1,-0.1,103.0
CC(CCc1ccccc1)NCc1c(C(=O)O)n(C)c2ccccc12 (stereo unspecified),-1,100.0
COc1ccc(C(=O)N(Cc2ccc(N(C)C)cc2)CC2CCCO2)cc1 (stereo unspecified),-0.4,105.0
O=C(OCc1ccccc1F)c1ccc(-c2nnn(Cc3ccccc3)n2)cc1,0.4,106.0
COc1ccc(N2CCN(CCCNC(=S)Nc3c(C)cccc3C)CC2)cc1,-0.6,99.0
CCc1ccccc1NC(=O)C1CCN(c2cnccn2)CC1,-1.4,100.0
CCOC(=O)c1ccc(NC(=S)Nc2cccc(N)n2)cc1,-0.4,98.0
O=C1CC(Nc2ccccc2)C(=O)N1c1cccc(C(F)(F)F)c1 (stereo unspecified),0.2,103.0
CCn1nnc2cc(C(=O)Nc3cccc(Cl)c3C)ccc21,0.8,111.0
Cn1c(=O)c2sccc2n2c(CCCC(=O)Nc3ccc(F)c(F)c3)nnc12,-2.6,96.0
O=C(NC1(C(F)(F)F)N=C(c2ccccc2)N(Cc2ccccc2)C1=O)c1ccc(F)cc1 (stereo unspecified),-0.2,104.0
COC[C@H]1OC(=O)c2coc3c2[C@@]1(C)C1=C(C3=O)[C@@H]2CCC(=O)[C@@]2(C)C[C@H]1OC(C)=O,-0.1,96.0
O=C(NCCc1ccc(Cl)cc1)c1cc(=O)[nH]c(=O)[nH]1,0,103.0
COC(=O)c1ccc(Cn2nnc3c(=O)[nH]c(C4CCCN(S(=O)(=O)c5ccccc5)C4)nc32)cc1 (stereo unspecified),1,112.0
CC1CC(OC(=O)CN2CCCCC2)CC(C)(C)C1 (stereo unspecified),-0.9,99.0
NC(=O)c1ccccc1OCC(=O)N1CCOCC1,-0.9,98.0
COc1ccccc1-c1cc(C(=O)N2CCCc3ccccc32)no1,-0.5,100.0
FC(F)(F)c1nnc(-c2ccccc2)o1,0.7,102.0
CCOc1ccccc1Nc1nc2cc(Cl)ccc2o1,0.9,103.0
CCc1ccc(-c2nc3c(C#N)c[nH]n3c2NCCC(C)C)cc1,0.4,104.0
O=S(=O)(c1ccc2ccccc2c1)N1CCN(Cn2[nH]c(-c3cccs3)nc2=S)CC1,-0.1,102.0
O=C(CN1C(=O)S/C(=C/c2ccc(Cl)cc2)C1=O)N1CCCCCC1,0.2,102.0
Cc1ccc(N2C(=O)c3ccccc3C2(O)c2ncc[nH]2)cc1 (stereo unspecified),0.6,101.0

(cont.)
SMILES,Polio RdRp inh FP z-score,Polio RdRp inh
CCc1c(C)nc2ccc(C)cc2c1Cl,0.2,105.0
CCc1ccc(NC(=O)CSc2cn(CC(=O)N3CCOCC3)c3ccccc23)cc1,-0.3,113.0
CO[C@@]1(NC(=O)C(C(=O)O)c2ccc(O)cc2)C(=O)N2C(C(=O)O)=C(CSc3nnnn3C)CO[C@@H]21 (stereo partly specified),0&0.8,99.0&103.0
CS(=O)(=O)N(CCC#N)Cc1ccc(/C=C2\C(=O)N(c3ccccc3)c3ccccc32)o1,1.1,114.0
O=S(=O)(c1ccc2ccccc2c1)N1CCN(c2ncnc3sccc23)CC1,0.7,109.0
NC(=O)C1(N2CCCCC2)CCN(C(=O)Nc2ccc(C(F)(F)F)cc2)CC1,-0.1,114.0
N#CC(C#N)(CC(=O)N1CCCc2ccccc21)CC(=O)N1CCCc2ccccc21,-0.9,98.0
CC(C)C(O)(C(=O)OC[C@@H]1CCN2CCC[C@@H]12)C(C)O (stereo partly specified),0.1,104.0
CCCSc1nsc(NC(=O)/C=C/c2cccs2)n1,0.8,106.0
S=C(NC1CCCCCC1)NC1CC1,-1.2,98.0
CCc1ccccc1NC(=O)Nc1cc(C(=O)NCc2ccc(C(C)C)cc2)ccc1N1CCCC1,1.3,113.0
Cc1ccc(-c2ocnc2C(=O)N2CCOCC2)cc1,0.2,101.0
COC(=O)c1ccccc1NC(=O)C1=C(C)C(=O)OC12CCN(C(C)=O)CC2,1.4,105.0
O=C(CSC(=S)N1CCCC1)NC1CCCCCC1,0.8,107.0
N#CC1=C(SCC(=O)c2ccc(F)cc2)NC2(CCCC2)C(C#N)C1=O (stereo unspecified),0.8,110.0
CC(NC(=O)NCc1ccccc1)c1nc(-c2ccncc2)n[nH]1 (stereo unspecified),0.1,102.0
Cc1cccc(C=Nc2cccc(O)c2)c1,-6,46.0
Cc1ccccc1C(=O)N(Cc1nc(-c2ccc(Cl)cc2)no1)C(C)C,0.5,110.0
CN(C(=O)Cn1nc(Cc2cccnc2)c2ccccc2c1=O)C1CCCCC1,-0.6,99.0
Cc1ccc(NC(=O)c2ccc(CNS(=O)(=O)c3ccc4c(c3)C(C)(C)C(=O)N4C)cc2)cc1,1.5,129.0
Cc1cc(C)cc(NC(=O)C(C)Oc2ccccc2)c1 (stereo unspecified),0.1,104.0
CN1C(=O)CCS(=O)(=O)C1c1ccc(Cl)cc1 (stereo unspecified),0.1,100.0
CSc1ccc(S(=O)(=O)NCC2CCCO2)cc1 (stereo unspecified),-0.7,99.0
Cc1ccc(NC(=O)Cn2c(-c3cncs3)nc3ccccc32)c(Br)c1,-0.9,102.0
CCCCCSc1nnc(-c2ccccc2NC(C)=O)c(=O)[nH]1,-0.1,102.0
CCc1ccccc1OCC(=O)Nc1ccc(S(N)(=O)=O)cc1,1,105.0
CCc1ccc2oc(C(=O)Nc3cccc(C(F)(F)F)c3)cc(=O)c2c1,1.3,114.0
Cc1ccc(-n2c(=O)c3c(cnn3C)n(CC(=O)Nc3cccc(Cl)c3)c2=O)cc1,-0.7,102.0
O=S(=O)(Nc1ccc(O)c2ccccc12)c1ccccc1,0.7,102.0
C=CCn1c(C2CC(=O)N(c3cccc(C)c3)C2)nc2ccccc21 (stereo unspecified),0.1,105.0
CN(C)/C=C1\COc2ccc(Cl)cc2C1=O,1.8,106.0

Structural class, those above containing a tert-butyl group (2)
SMILES,Polio RdRp inh FP z-score,Polio RdRp inh
CSc1ccc(-c2nnn(CC(=O)Nc3sc4c(c3C#N)CCC(C(C)(C)C)C4)n2)cc1 (stereo unspecified),0.5,107.0
CC(C)(C)C(=O)Nc1ccc2c(c1)OCCO2,1,105.0
